High-throughput results from PubChem BioAssay.
PfHsp40 yeast: restores yeast growth despite PfHsp40 toxicity; S. cerevisiae expressing PfHsp40, growth rescue, ATP luminescence; growth rescue, % at 12.5 µM; actives 0.68% (n = 340,000); AID 504582; in the data active = growth rescue above about 28%, passing the limit was not always enough;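 also: yeast W303a lacking pdr1 and pdr3 grown in galactose medium; growth measured after three days at 30 °C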
BioA inh: blocks M. tuberculosis BioA enzyme activity; inhibition, % at 9.99 µM; actives 0.096% (n = 360,000); purified M. tuberculosis BioA enzyme, plate reader; AID 602481; in the data active = inhibition above about 40%
FBA Mtb inh: inhibits M. tuberculosis FBA enzyme; actives 2.3% (n = 360,000); inhibition, % at 1 µM; AID 588726; P9WQA3; purified M. tuberculosis FBA, fluorescence read-out; in the data active = inhibition above about 27%;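 also: 0% = vehicle and 100% = reference inhibitor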
Target sequence (P9WQA3 whole entry, looked up): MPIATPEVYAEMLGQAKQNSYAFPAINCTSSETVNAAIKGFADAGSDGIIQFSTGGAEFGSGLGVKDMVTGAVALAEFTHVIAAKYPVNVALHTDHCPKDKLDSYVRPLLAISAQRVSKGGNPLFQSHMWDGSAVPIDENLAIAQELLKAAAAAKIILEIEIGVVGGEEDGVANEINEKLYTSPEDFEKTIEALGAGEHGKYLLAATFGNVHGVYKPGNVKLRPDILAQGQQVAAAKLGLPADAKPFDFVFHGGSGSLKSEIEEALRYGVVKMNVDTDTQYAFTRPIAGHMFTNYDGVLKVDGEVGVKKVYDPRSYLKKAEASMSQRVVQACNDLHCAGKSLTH
GDH-TPI inh: inhibits GDH-TPI coupling enzymes, artifact for Mtb FBA screen. actives 1.2% (n = 360,000). GDH-TPI coupled enzyme counterscreen, NADH absorbance. inhibition, % at 4.8 µM; in the data active = inhibition above about 30%;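 also: 0% = DMSO wells and 100% = wells lacking the enzyme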
Yp Topo-I inh: blocks Yersinia pestis topoisomerase I activity; Y. pestis Topo-I cleavage product accumulation, plate reader; activity, % at 10 µM; actives 0.064% (n = 360,000); in the data active = activity above about 50%, passing the limit was not always enough; also: inactives centre near 2
BH1578 lux ind: quorum light induction in luxS cqsA deficient V. cholerae; V. cholerae BH1578 lux reporter, luminescence, 6 h; activation, % at 18.7 µM; actives 0.16% (n = 350,000); AID 588436; in the data active = activation mostly above about 9.7%, no sharp cut-off; also: not every result past the cut was called active; inactives centre near 0; reference of the scale not given here
FadD28 binding: M. tuberculosis FadD28 bisubstrate binding inhibition | actives 0.22% (n = 360,000) | FadD28 bisubstrate probe binding, fluorescence polarization | inhibition, % at 12.5 µM; in the data active = inhibition above about 8.5%, passing the limit was not always enough
TcdB GH inh: blocks C. difficile toxin B glycohydrolase activity; P18177; TcdB glycohydrolase enzymatic assay, plate reader; inhibition, % at 9.99 µM; actives 0.24% (n = 350,000); in the data active = inhibition above about 10%
Mtb UGM inh: inhibitors of M. tuberculosis UDP-galactopyranose mutase. actives 0.06% (n = 320,000). AID 504406. P9WIQ1. purified UGM, fluorescence polarization probe displacement. inhibition, % at 10 µM; in the data active = inhibition above about 10%, passing the limit was not always enough
Target sequence (P9WIQ1 whole entry, looked up): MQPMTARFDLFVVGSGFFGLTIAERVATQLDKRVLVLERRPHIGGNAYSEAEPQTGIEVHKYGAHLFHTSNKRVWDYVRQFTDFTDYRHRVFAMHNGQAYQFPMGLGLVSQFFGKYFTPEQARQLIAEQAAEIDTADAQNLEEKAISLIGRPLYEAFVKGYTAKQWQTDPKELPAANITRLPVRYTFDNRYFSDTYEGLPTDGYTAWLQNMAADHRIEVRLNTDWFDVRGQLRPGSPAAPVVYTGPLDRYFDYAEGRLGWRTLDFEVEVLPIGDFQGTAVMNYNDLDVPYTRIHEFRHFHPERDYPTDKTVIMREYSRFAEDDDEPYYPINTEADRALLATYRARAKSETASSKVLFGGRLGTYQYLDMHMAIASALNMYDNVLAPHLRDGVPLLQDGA
* hit, by the source's call; i = inactive; x = no result given; & = joins results of further samples. Compounds as they come; any-hit rate near 4.6%.

SMILES	PfHsp40 yeast	BioA inh	FBA Mtb inh	GDH-TPI inh	Yp Topo-I inh	BH1578 lux ind	FadD28 binding	TcdB GH inh	Mtb UGM inh
COc1ccc(N2CCN(C(=O)CCNS(=O)(=O)c3ccc(C)cc3)CC2)cc1	0.2	0.6	0	4	12	-0.3	-0.2	0.2	-1.6
Cc1ccc(S(=O)(=O)N2CCN(C(=O)CSc3nnc(-c4ccco4)o3)CC2)cc1	0.2	2.9	-1	-7	-2	-0.2	-3.5	x	-0.2
O=C(Nc1cccc(NC(=O)c2cccc([N+](=O)[O-])c2)n1)c1cccc([N+](=O)[O-])c1	-1.6	-0.6	2	-9	-23	-0.2	-4.1	0.2	0.4
COc1cc(-c2nnc(COC(=O)CSc3cc(C)c4ccccc4n3)o2)cc(OC)c1OC	-1.1	0.5	-2	-1	20	i	-5.4	x	-0.5
COc1ccc(-n2ncc3c(N4CCC(C)CC4)ncnc32)cc1	-1.6	16	9	-11	26	x	-4.0	0.7	-1.2
COc1cc(C(=O)Nc2nc3ccccc3s2)ccc1OCc1c(C)noc1C	0.7	-1.9	1	19	-7	i	-0.4	x	2.0
CC(=O)N(CC(=O)O)c1ccccc1	0.5	x	-5	-8	0	0.0	-3.5	0.7	-0.1
COc1cccc(C(C)(O)c2nc(-c3ccc(OC)nc3)cs2)c1 (stereo unspecified)	x	-0.1	2	3	-11	i	-0.2	-1.1	x
COc1ccccc1NC(=O)NC1(C(=O)N2CCC(O)CC2)CCCCC1	0.7	-1.7	-3	3	0	i	-0.7	x	-1.7
Cn1c(SCC(=O)N2CCc3ccccc32)nc2cccnc21	0.8	1.0	-2	2	5	-2.2	-1.1	x	-1.3
COc1ccc(S(=O)(=O)N2CCCCC2)cc1N(C)S(=O)(=O)c1ccccc1	-1.6	-4.5	4	2	-10	-0.7	-0.1	3.3	2.3
O=C(CCN1C(=O)S/C(=C\c2cccs2)C1=O)Nc1nccs1	1.0	x	-1	-2	5	-2.1	-3.7	0.7	-1.0
COc1ccccc1-c1nc(C#N)c(N2CC(C)CC(C)C2)o1 (stereo unspecified)	0.4	0.6	23	3	2	-0.2	-0.9	-3.8	-0.2
C[C@@H]1CNC(=O)c2c(C(=O)Nc3ccc(CNC(=O)OC(C)(C)C)cc3)ncn21	x	-0.2	-3	-8	16	-0.7	-4.7	0.2	x
C[n+]1c2ccccc2nc2ccc(NCCO)cc21	-1.4	5.9	3	11	47	-0.4	44*	3.8	0.1
Cc1noc(C)c1NC(=O)N(C)C[C@H]1OCCCC[C@@H](C)Oc2ccc(NS(=O)(=O)c3ccccc3)cc2C(=O)N([C@H](C)CO)C[C@@H]1C	x	-0.7&0.6	-4	5	21	i	-4.3	0.6&-3.2	x
CCCCNC(=O)c1nc(C2CCN(S(=O)(=O)c3c(F)cccc3F)CC2)oc1-c1cccc(C(F)(F)F)c1	x	0.0	3	x	x	x	-0.4	0.3	x
COc1ccc(NC(=S)N2CCc3cc(OC)c(OC)cc3C2)cc1	0.6	x	0	-2	-8	-0.4	-0.9	1.0	-1.2
COc1ccc(OC)c(Nc2nc(N)nc(-c3cc4ccccc4o3)n2)c1	1.0	-1.0	4	21	-9	-0.7	-2.3	x	3.0
CC(C)OP(=O)(c1ccc(N(C)C)cc1)C(O)c1ccccc1 (stereo unspecified)	0.2	-1.1	4	-7	2	x	-0.7	x	0.2

Looked up by compound from above, two records:
SMILES	PfHsp40 yeast	BioA inh	FBA Mtb inh	GDH-TPI inh	Yp Topo-I inh	BH1578 lux ind	FadD28 binding	TcdB GH inh	Mtb UGM inh
COc1ccc(N2CCN(C(=O)CCNS(=O)(=O)c3ccc(C)cc3)CC2)cc1	0.2	0.6	0	4	12	-0.3	-0.2	0.2	-1.6
O=C(CCN1C(=O)S/C(=C\c2cccs2)C1=O)Nc1nccs1	1.0	x	-1	-2	5	-2.1	-3.7	0.7	-1.0

Carrying on:
SMILES	PfHsp40 yeast	BioA inh	FBA Mtb inh	GDH-TPI inh	Yp Topo-I inh	BH1578 lux ind	FadD28 binding	TcdB GH inh	Mtb UGM inh
Cc1ccc2nc(-c3sc4nc(C)cc(C)c4c3N)[nH]c2c1	0.5	1.1	30*	9	-3	-0.3	-0.4	x	-0.3
COCc1[nH][nH]c(=O)c1C=Nc1ccc(Cl)cc1	0.5	0.0	1	12	22	-15	-2.3	x	-3.3
CCC1Sc2ccccc2N(CC(=O)NC2CCCCC2)C1=O (stereo unspecified)	0.2	x	1	-2	6	-1.4	-0.6	-0.2	-1.3
COc1ccc(/C=N/N(C)C2=NS(=O)(=O)c3ccccc32)cc1OC	5.3	0.5	5	17	8	0.9	0.9	0.2	-0.4
CCOC(=O)N1CCN(C(=O)c2ccc3c(=O)n(CCc4ccccc4)c(=S)[nH]c3c2)CC1	-1.4	-1.7	6	-6	-2	-1.4	-2.8	x	-1.6
COc1ccc(-n2c(C)cc(C=O)c2C)cc1Cl	-0.7	-1.0	1	-1	-1	-0.3	-0.3	x	3.7
CC(=O)C1C(c2ccc(Br)cc2)c2c(noc2C)CC1(C)O (stereo unspecified)	0.5	-1.1	-1	5	-5	-0.6	0.1	1.3	-2.0
O=c1[nH]cc(NCCNc2ncc(C(F)(F)F)cc2Cl)c(=O)[nH]1	0.0	x	-2	18	-5	i	-2.4	-0.5	-2.4
COc1ccc(Cl)cc1NC(=O)NCCN1CCNC1=O	-0.6	x	-1	-2	10	-0.8	1.0	1.9	2.4
CCOc1ccc(/C=C2\C(=O)c3ccccc3OC2c2ccccc2)cc1 (stereo unspecified)	-0.6	2.9	-2	8	13	i	-2.7	x	2.8
CCOC(=O)C(Sc1nnc2c3ccccc3n(CC)c2n1)C(=O)OCC	1.7	0.2	-1	20	3	i	-2.1	x	-1.9
Cc1c(Cl)ccc2sc(NC(=O)c3ccco3)nc12	-0.5	-0.6	8	10	-3	-0.3	-0.7	1.0	-1.3
CC(c1ccccc1)N1CC(C(=O)NC2CCCC2)CC1=O (stereo unspecified)	-0.7	-0.2	-1	1	-7	i	-3.0	x	-3.1
Cc1cc(C)c(S(=O)(=O)NCc2cccnc2)c(C)c1	0.5	0.2	2	1	-4	i	x	1.3	-2.7
COc1ccccc1NC(=O)c1nnn(Cc2ccccc2)c1NC(=O)C(F)(F)F	1.8	-1.6	-1	-1	-3	i	-0.5	x	2.7
Cc1cc(C)cc(N(CC(=O)NC2CCCC2)C(=O)CCC(=O)Nc2cc(C)on2)c1	-1.5	-0.6	0	4	23	-0.3	-1.3	-2.1	2.7
Cc1ccc(Nc2nnc(SCC(=O)Nc3cc(C(=O)O)ccc3C)s2)c(C)c1	-1.0	-0.1	-9	-10	0	-0.4	-3.7	1.6	0.5
CCc1cccc(C)c1NC(=O)c1ccc2nc(N3CCOCC3)sc2c1	0.6	0.2	-2	-2	0	-0.2	0.1	1.0	-2.9
Cc1cnc(C(=O)OCC(=O)NC(C)C)cn1	0.1	-1.1	5	5	-9	-0.4	0.3	x	0.8
C[n+]1c(-c2ccccc2)sc([S-])c1-c1ccccc1	x	-1.1	0	-2	4	-0.7	-0.1	1.2	-2.3
Cc1cc(C)c(C#N)c(SCC(=O)c2cc(C)n(CCc3ccccc3)c2C)n1	0.8	1.3	5	10	25	i	-0.5	x	-2.5
O=C(CSc1nnc(NC(=O)C2CCC2)s1)Nc1ccccc1F	0.1	-0.7	1	-3	39	-0.3	-1.8	2.0	0.7
O=C(COc1ccccc1Cc1ccccc1)NCCCN1CCOCC1	-1.3	-0.3	-4	-1	8	-0.6	-3.3	1.4	-0.8
Fc1ccccc1COc1ccc(Br)cc1CNCc1ccncc1	242*	0.9	-3	7	28	-0.2	-2.4	x	-0.5
Cc1cc(C)nc(SCCCn2c(=O)[nH]c3ccccc32)n1	0.5	1.8	-2	8	13	i	-1.4	x	3.0
Cc1cccc(C2c3[nH]c4ccccc4c3CCN2C(=O)c2cc(CC(C)C)[nH]c(=O)n2)n1 (stereo unspecified)	-1.5	x	2	4	26	-0.5	1.0	2.6	-1.5
O=c1c2ccccc2nc(-c2cccs2)n1-c1ccc2ccccc2c1	-0.6	-1.3	0	26	12	-0.3	1.3	0.7	-1.1
COC(=O)c1ccc2c(c1)sc(=NC(=O)CCS(=O)(=O)c1ccccc1)n2C	0.1	-1.1	0	21	-1	-0.2	-4.6	-1.4	0.8
NNC(=O)c1cncn1-c1ccc(F)cc1	0.0	x	3	4	7	-0.6	-0.8	-3.5	5.3
CC12CCC(=O)C=C1CCC1C2C(O)CC2(C)C(O)CCC12 (stereo unspecified)	1.5	-2.8	1	3	-2	i	-0.3	1.1	x
COc1ccc(NC(C)=O)cc1S(=O)(=O)NC(Cc1ccccc1)C(=O)O (stereo unspecified)	-0.5	-0.3	1	-12	4	-0.3	-2.2	1.9	1.3
O=C(COC(=O)/C=C/c1ccco1)NCc1ccc2c(c1)OCO2	0.2	0.4	1	10	5	-0.2	-2.1	0.7	-1.8
CCCCc1cc(=O)oc2cc(C)cc(OCC(=O)NCc3cccnc3)c12	-0.4	-6.7	46*	11	21	-0.4	-2.4	1.3	1.6
Cc1ccc(S(=O)(=O)NC(CC(C)C)C(=O)NCc2ccco2)cc1 (stereo unspecified)	-0.2	-0.7	2	-13	4	-0.3	-3.4	x	3.2
CCN(CC)C(=O)COc1c(-c2ccco2)oc2ccccc2c1=O	0.9	-0.8	27*	33*	17	i	-1.4	0.1	-2.7
CCn1nnnc1SCC(=O)N1c2ccccc2CCc2ccccc21	0.1	3.5	2	11	7	-0.3	-2.6	x	2.4
CCc1c(C)c(C#N)c2nc3ccccc3n2c1NCc1ccco1	0.1	2.6	20	7	14	i	-2.0	x	0.2
O=C(N/N=C/c1cn(-c2ccccc2)nc1-c1ccc2c(c1)OCCO2)c1ccncc1	1.6	x	-4	15	9	-0.1	-5.3	3.0	0.9
O=C(c1cccc(S(=O)(=O)N2CCCC2)c1)N1CCN(c2ccccc2)CC1	-1.1	0.0	1	-4	20	-0.2	-1.3	x	2.7
Cc1ccc(C(=O)Nc2ccc(S(=O)(=O)Nc3cnc4ccccc4n3)cc2)cc1	-1.4	-1.0	4	6	2	-0.3	x	0.0	-1.1
CN(C)CCCN=Cc1c(-c2ccccc2)[nH]n(-c2nc3ccccc3s2)c1=O	-0.2	x	-7	-7	-20	0.1	-3.4	0.8	-0.5
O=C1NN(CCO)C(=S)Nc2ccccc21	x	-1.3	0	12	-1	i	-0.7	2.1	x
Cc1ccc(C(=O)Nc2nnc(C)s2)o1	-0.7	x	-1	22	-7	i	-3.2	x	-2.2
COc1ccc(-c2cn(-c3ccc(C)cc3)c(=O)n2CC(=O)Nc2cccc(F)c2)cc1	-0.7	-4.3	2	5	-5	i	2.7	x	1.4
OC(c1ccccc1)c1nc(-c2csc3ccccc23)cs1 (stereo unspecified)	x	-1.0	-1	9	-7	-0.2	0.7	-3.5	x
CCOCC(=O)N1CCN(c2ccc(F)cc2)CC1	-1.0	-1.8	4	3	-8	i	-0.9	x	-1.6
CCOc1ccccc1C1C(C#N)=C(N)SC(N)=C1C#N	-0.8	-5.6	2	8	2	-0.4	-6.4	x	0.2
CCCc1nc(N)nc2c1C(=O)CC(C)(C)C2	1.2	0.2	1	-6	2	-1.7	-2.7	x	1.7
CC(=O)c1c(C)[nH]c(C(=O)OCc2c(F)cccc2Cl)c1C	-0.6	x	-3	1	2	-0.7	-0.1	0.6	1.5
O=C(CN(Cc1ccc(Cl)cc1)C(=O)CN1C(=O)COc2ccccc21)NC1CCCC1	-0.8	-0.8	-2	-11	8	-0.2	-2.5	-1.1	-4.4
COc1ccc(C(=O)NCC(=O)OCC(=O)c2c[nH]c3ccccc23)cc1	x	1.3	-2	0	-1	-1.1	-3.6	-0.5	x
CC(=O)c1c(C)oc2c1cc(O)c1ccccc12	0.2	x	-1	15	1	-0.4	-2.2	0.5	-0.4

Just TcdB GH inh, Mtb UGM inh and Yp Topo-I inh (two entries from above):
molecule | TcdB GH inh | Mtb UGM inh | Yp Topo-I inh
Cn1c(SCC(=O)N2CCc3ccccc32)nc2cccnc21 | x | -1.3 | 5
COc1ccc(S(=O)(=O)N2CCCCC2)cc1N(C)S(=O)(=O)c1ccccc1 | 3.3 | 2.3 | -10
